# High-throughput results from PubChem BioAssay.
# RSV CPE inhibition: RSV antiviral activity via CPE protection, HEp-2 cells, primary 10 µM value included (AID 2391) | HEp-2 cells, RSV-induced CPE inhibition; higher % means a stronger effect | one-dose CPE inhibition, % at 10 µM; IC50 in µM for titrated hits | 310,000 compounds, 0.13% hits; in the data active means a potency from the dose series; inconclusive means CPE inhibition mostly from about 23% at the one dose, without a potency; inactive means the rest, 99 in 100 with CPE inhibition below about 21%; further: strong numbers were not always called active
# AID2073: inhibitors of Mint1-CaV2.2 protein interaction, biochemical, HTRF (AID 2073). 290,000 compounds, 0.19% hits. Voltage-dependent N-type calcium channel subunit alpha-1B (Homo sapiens). one-dose inhibition, % at 20 µM; IC50 in µM for titrated hits. HTRF protein-protein interaction, Mint1-CaV2.2; higher % means a stronger effect; in the data active means inhibition mostly above about 51%, no sharp cut-off; inconclusive means no clear call, values can overlap the other calls; inactive means mostly below about 53%; further: some results filed as inactive read as strong as hits
# MgcRacGAP inhibition: MgcRacGAP GTPase-activating activity inhibitors, confirmation, biochemical, ADP Hunter fluorescence | MgcRacGAP-stimulated Rac1 GTP hydrolysis, ADP Hunter fluorescence; higher % means a stronger effect; GST-tagged Rac1 F28L mutant substrate | inhibition, % at 30 µM; hits with a dose series show IC50 in µM | 340,000 compounds, 0.6% hits | AID 624330, 2012;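 active means first-screen hits whose inhibition reached a set limit at any dose in the follow-up dose series; inconclusive means inhibition above the set first-screen limit but never retested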;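 further: fluorescence reports GDP produced by GAP-driven GTP hydrolysis; strong numbers were not always called active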
# NTR1 agonist: agonists of NTR1, primary screen, imaging, U2OS cells, beta-arrestin-GFP, high content (AID 493036) | NTR1-U2OS beta-arrestin-GFP spot imaging, agonist mode | Neurotensin receptor type 1 (Homo sapiens), P30989 | 330,000 compounds, 0.17% hits | activation, % at 20 µM;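 active means activation at or above 40% of the spot to cytoplasm intensity ratio, with at least 20 cells analyzed; inconclusive means wells under 20 cells, flagged as cytotoxic or low count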;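 further: 0% = DMSO without peptide and 100% = 100 nM NTR1 peptide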
# Target sequence (P30989 whole entry, looked up): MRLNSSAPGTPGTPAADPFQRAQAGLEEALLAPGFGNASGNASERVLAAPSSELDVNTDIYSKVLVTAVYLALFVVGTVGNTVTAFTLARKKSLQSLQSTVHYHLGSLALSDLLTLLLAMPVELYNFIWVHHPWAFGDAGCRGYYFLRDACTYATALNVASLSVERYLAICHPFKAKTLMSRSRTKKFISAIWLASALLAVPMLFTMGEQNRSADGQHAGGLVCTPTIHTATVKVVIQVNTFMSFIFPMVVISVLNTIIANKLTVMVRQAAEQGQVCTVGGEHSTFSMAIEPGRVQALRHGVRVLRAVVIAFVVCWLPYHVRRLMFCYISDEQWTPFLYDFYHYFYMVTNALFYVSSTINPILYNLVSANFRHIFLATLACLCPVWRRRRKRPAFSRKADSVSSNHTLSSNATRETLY
# Dengue-2 NS5 capping: Dengue-2 NS5 methyltransferase inhibitors, primary screen, biochemical, confirmation dose response (AID 588689) | 340,000 compounds, 0.3% hits | Genome polyprotein (Dengue virus type 2 (strain 16681-PDK53)) | Dengue-2 NS5 methyltransferase capping enzyme assay, biochemical; higher % means a stronger effect | inhibition, % at 25 µM; hits with a dose series show IC50 in µM; in the data active means a potency from the dose series; inconclusive means inhibition above about 29% without an active follow-up result
# UTI89 phage lysis: inhibition of K1F phage lysis, E. coli UTI89, bacterial capsule biogenesis inhibitors, alamar blue (AID 488966); E. coli UTI89 K1F phage lysis, alamar blue, 2 h; higher % means a stronger effect; 340,000 compounds, 0.02% hits; one-dose inhibition, % at 100 µM; IC50 in µM for titrated hits;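 active means phage lysis inhibition, versus mean bacterial control, above a set limit; inconclusive means no clear call, values can overlap the other calls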;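 further: capsule biogenesis inhibitors block K1F phage lysis so surviving cells raise fluorescence; higher fluorescence means more inhibition of phage lysis; actives were called in the ten point dose series up to 300 µM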
# West Nile antiviral: West Nile virus antiviral activity, cell-based, CPE readout (AID 1621); West Nile virus-infected cells, CPE inhibition; higher % means a stronger effect; 290,000 compounds, 0.02% hits; one-dose CPE inhibition, % at 10 µM; IC50 in µM for titrated hits; in the data active means a potency from the dose series; inconclusive means CPE inhibition mostly from about 3.7% at the one dose, without a potency; inactive means the rest, 99 in 100 with CPE inhibition below about 2.2%; further: strong numbers were not always called active
# Siah-1 displacement: Siah-1 peptide-binding antagonists, primary screen, biochemical, fluorescence polarization, rhodamine-plectin, uHTS (AID 1817); Siah-1 / rhodamine-plectin peptide fluorescence polarization; higher % means a stronger effect; displacement, % at 20 µM, or IC50 in µM where a hit was titrated; 290,000 compounds, 0.02% hits;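 active means displacement of at least 50% at 20 µM, with a fluorescence ratio check between 0.3 and a set limit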;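 further: plate controls were Siah plus tracer with DMSO for no effect and tracer alone without Siah for full effect; strong numbers were not always called active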
# SV40 large T antigen: SV40 large T antigen inhibitors, biochemical (AID 1903); 310,000 compounds, 0.39% hits; SV40 large T antigen ATPase/helicase inhibition assay; higher % means a stronger effect; inhibition, % at 20 µM, or IC50 in µM where a hit was titrated; in the data active means a potency from the dose series; inconclusive means inhibition mostly from about 32% at the one dose, without a potency; inactive means the rest, 99 in 100 with inhibition below about 32%; further: strong numbers were not always called active
# NTR1 agonist cell count 20 µM: recorded beside NTR1 agonist, whose call it bears; cell count; measured here: cell count, cytotoxicity flag
# Dengue-2 NS5 capping pilot replicate: also measured in Dengue-2 NS5 capping; calls as there; inhibition, %; measured here: pilot screen replicate inhibition
# * = called active by the depositor; ? = inconclusive; · = not tested or not shown; [ ] = another dose, or the depositor's remark.
SMILES,RSV CPE inhibition,AID2073,MgcRacGAP inhibition,NTR1 agonist,NTR1 agonist cell count 20 µM,Dengue-2 NS5 capping,UTI89 phage lysis,West Nile antiviral,Siah-1 displacement,SV40 large T antigen,others
CC(=O)N1CCN(c2ccc(NC(=O)c3ccc(Br)o3)cc2Cl)CC1,4.1%,-8%,2%,4.6,63,-9%,0.0%,-0.1%,6%,11%,
CNC(=O)COC(=O)c1ccc(-c2nc3ccccc3s2)s1,0.6%,4%,7%,0.8,46,-3%,2.3%,0.1%,2%,13%,
O=C(CSc1nnc(-c2ccccc2)n1-c1ccc(Cl)cc1)N/N=C/c1ccccc1C(=O)O,-0.8%,4%,8%,0.5,57,-1%,-0.1%,0.0%,-1%,10%,
O=C(c1ccccc1NS(=O)(=O)c1ccc(Br)s1)N1CCOCC1,-0.9%,-3%,6%,-0.6,71,-6%,0.6%,1.1%,2%,-5%,
CCc1sc(C(=O)Nc2cccc(C(C)=O)c2)cc1C,15%,43%,1%,1.8,39,2%,0.3%,-0.2%,4%,12%,
S=C(NCC(c1ccco1)N1CCCC1)Nc1ccccc1 (stereo unspecified),0.8%,-18%,9%,0.2,39,-10%,0.2%,-0.8%,7%,4%,
COc1ccccc1C(=O)OCC(=O)NC(C)CCc1ccccc1 (stereo unspecified),1.1%,6%,7%,-1.4,86,-3%,0.2%,1.2%,6%,5%,
C=CCN1C(=O)c2ccccc2Sc2ccc(C(=O)NCC(OC)OC)cc21,0.3%,10%,·,2.2,70,-7%,-0.1%,-0.8%,5%,23%,
COCCNC(=O)c1cnn2c(C(F)F)cc(-c3ccccc3)nc12,1.5%,11%,9%,2.1,75,-2%,0.0%,-0.3%,0%,8%,
Cc1nn(CC(=O)Nc2ccc(Cl)c(S(=O)(=O)N(C)C)c2)c(C)c1[N+](=O)[O-],4.2%,-2%,-1%,0.1,52,-8%,6.3%,-0.6%,-3%,11%,
Cc1cccc(C2CN(C)CCc3c2cc(O)c(O)c3Cl)c1 (stereo unspecified),3.1%,·,2%,0.0,59,-5%,5.4%,·,·,35%,
Cc1cc(N2CCN(C)CC2)nc2ccc(NC(=O)c3ccc4c(c3)OCO4)cc12,-1.4%,0%,16%,-1.6,79,-7%,5.5%,3.1%,0%,10%,
CCCN(C(=O)c1c(CC)noc1C)c1c(N)n(Cc2ccccc2)c(=O)[nH]c1=O,-2.0%,·,7%,0.3,62,-12%,1.2%[50 µM],·,·,22%,
CC(=O)c1ccc(NC(=O)N2C3CCC2CC(O)(c2cccnc2)C3)cc1 (stereo unspecified),-0.7%,22%,1%,-0.2,56,-13%,0.8%,0.6%,2%,10%,
COc1ccccc1C(C[N+](=O)[O-])c1c(N)n(C)c(=O)n(C)c1=O (stereo unspecified),0.4%,0%,·,12,45,·,·,?,2%,12%,
Cc1ccc(C(=O)NC2CC3CCC(C2)N3C)cc1 (stereo unspecified),-0.2%,·,-1%,-1.6,51,-1%,-0.7%,·,·,·,
Cc1cnnc2c1-c1nonc1CC2,5.3%,6%,2%,0.3,54,-3%,0.1%,0.1%,-5%,14%,
N#Cc1cc(-c2ccccc2)[nH]c1-c1nccc2ccccc12,1.8%,37%,7%,2.2,59,-5%,-0.1%,-0.2%,4%,3%,
Cc1cc(C)c(S(=O)(=O)N(CC(=O)O)C2CCCCC2)c(C)c1,0.4%,-3%,8%,0.4,86,-9%,1.6%,1.6%,1%,12%,
Cc1ccc(S(=O)(=O)N(C)c2ccc(OC(=O)c3ccc(N4CCCC4=O)cc3)cc2)cc1,0.6%,35%,-1%,6.5,54,-7%,0.1%[50 µM],-0.1%,13%,7%,

# Fetched one by one from above:
SMILES,RSV CPE inhibition,AID2073,MgcRacGAP inhibition,NTR1 agonist,NTR1 agonist cell count 20 µM,Dengue-2 NS5 capping,UTI89 phage lysis,West Nile antiviral,Siah-1 displacement,SV40 large T antigen,others
CCc1sc(C(=O)Nc2cccc(C(C)=O)c2)cc1C,15%,43%,1%,1.8,39,2%,0.3%,-0.2%,4%,12%,
Cc1cccc(C2CN(C)CCc3c2cc(O)c(O)c3Cl)c1 (stereo unspecified),3.1%,·,2%,0.0,59,-5%,5.4%,·,·,35%,

# (further entries)
SMILES,RSV CPE inhibition,AID2073,MgcRacGAP inhibition,NTR1 agonist,NTR1 agonist cell count 20 µM,Dengue-2 NS5 capping,UTI89 phage lysis,West Nile antiviral,Siah-1 displacement,SV40 large T antigen,others
O=C(c1cccc(N2C(=O)C3CC=CCC3C2=O)c1)N1CCCc2ccccc21 (stereo unspecified),-0.7%,9%,4%,3.3,62,-1%,0.4%,-0.3%,7%,12%,
Cc1ccc(C2=NCCn3nc4cc(C(F)(F)F)ccc4c32)cc1,-1.4%,·,6%,4.0,71,-3%,1.3%,·,·,5%,
CC(=O)N1CCN(C(=S)NCc2ccccc2)CC1,0.4%,-18%,6%,0.8,41,-1%,6.3%,-0.7%,0%,2%,
Cc1ccc(C(C(=O)NC2CCCCC2)N(Cc2ccco2)C(=O)Cn2cnc3ccccc32)cc1 (stereo unspecified),3.2%,1%,2%,4.2,87,-11%,-0.7%,-0.7%,4%,17%,
O=[N+]([O-])c1cccc(-c2nnc(-c3ccc4c(c3)OCO4)o2)c1,1.1%,13%,10%,2.4,60,-8%,1.8%[50 µM],1.2%,3%,20%,
O=C(NC1CCCCCC1)C1Cc2ccccc2CN1C(=O)c1ccco1 (stereo unspecified),-0.3%,25%,2%,-0.8,47,-5%,0.4%,-1.1%,2%,3%,
COc1cccc(C(=O)Nc2cccc(OCC(=O)O)c2)c1,-1.0%,-4%,1%,1.4,52,-1%,-1.4%,-0.4%,2%,20%,
O=C(CSc1nnnn1-c1ccccc1)Nc1ncc(Cc2cc(Cl)ccc2Cl)s1,0.6%,10%,6%,-1.8,94,-4%,0.8%,0.0%,1%,-2%,
Cn1cc(C[C@H](NC(=O)OC(C)(C)C)C(=O)N[C@@H](CO)Cc2ccccc2)c2ccccc21,-0.2%,·,5%,12,79,-6%,-0.6%,-0.8%,·,14%,
CSc1ccccc1-n1nnnc1SCC(=O)Nc1ccccc1C,1.3%,2%,3%,0.0,62,-4%,2.5%,-0.4%,1%,2%,
COc1ccc(NC(=O)Nc2cccc(C)n2)cc1,2.1%,-2%,7%,-0.3,65,-9%,-0.2%,0.2%,-1%,17%,
COc1ccc(-n2c(SCC(N)=O)nnc2-c2ccccc2F)cc1,3.1%,21%,11%,2.1,39,-10%,0.3%,0.0%,0%,16%,Dengue-2 NS5 capping pilot replicate=-5.5
CCCc1nc(C)cc(N2CCN(c3ccccc3)CC2)n1,2.8%,4%,-7%,3.2,83,10%,-0.2%,0.0%,-1%,6%,
Cc1cc(C)c(OC2(c3ccccc3)OC(=O)c3ccccc32)c(C)c1 (stereo unspecified),9.5%,-6%,-1%,3.0,58,-20%,2.4%,0.4%,-5%,15%,
Oc1ccc(Br)cc1/C=N/n1c(-c2ccccc2)n[nH]c1=S,0.7%,-7%,20%,1.0,57,2%,2.9%,-0.6%,6%,11%,
Cc1ccccc1NC(=O)Nc1cnccn1,11%,8%,7%,-0.6,43,-5%,0.7%[50 µM],-0.6%,2%,5%,
COc1cccc(-n2cc(CN(C)Cc3nc(Cc4cccc(F)c4)no3)cn2)c1,4.1%,2%,-6%,-0.9,45,-8%,-0.3%,-1.1%,2%,·,
O=C(Cc1ccsc1)NCC(=O)Nc1ccc(F)c(F)c1,0.3%,8%,7%,-0.9,60,5%,0.1%,-0.1%,-6%,5%,
Cc1noc(C)c1S(=O)(=O)N(CC(=O)NC(C)c1ccccc1)c1ccc(C(C)C)cc1 (stereo unspecified),0.2%,0%,-7%,3.7,61,-6%,0.0%,-0.1%,0%,11%,
COc1cccc(/C=N/n2cnc3cc(C)c(C)cc32)c1OC,·,-3%,10%,8.8,51,-2%,0.8%,-0.7%,-1%,11%,
Cc1ccc(S(=O)(=O)N2CCN(C(=O)c3cc(S(=O)(=O)N(C)C)ccc3N3CCCC3)CC2)c(C)c1,·,·,6%,4.6,47,-1%,-0.1%[50 µM],·,·,·,
c1ccc(Cc2nnc3sc(-c4cccs4)nn23)cc1,12%,-21%,2%,0.2,49,-2%,4.1%,-0.1%,-4%,14%,
CC1=NN2C(=N)/C(=C\c3ccc(SCc4ccccc4)o3)C(=O)N=C2S1,1.1%,-10%,8%,0.1,92,?,0.3%,-0.6%,-1%,16%,
O=C(CSc1nnc(-c2ccccc2F)n1CCc1ccccc1)Nc1ccc2[nH]c(=O)[nH]c2c1,1.3%,1%,12%,-1.0,35,-1%,6.1%,0.0%,-8%,8%,
Cc1ccoc1C(=O)NCCCNC(=O)c1occc1C,0.5%,14%,7%,1.2,54,5%,2.5%,0.0%,-2%,27%,
Nc1c(-c2ccccc2)c(CN2CCOCC2)nn1-c1cccc([N+](=O)[O-])c1,0.8%,8%,2%,1.0,58,-11%,0.2%,-0.5%,-2%,8%,
O=C(CCCSc1nc2sc3c(c2c(=O)[nH]1)CCC3)NCCCO,1.0%,-2%,5%,1.2,41,-2%,-0.9%,0.6%,2%,-2%,
COc1cccc(CC(=O)NN2C(=O)NC3(CCCCC3)C2=O)c1,1.4%,·,6%,2.0,60,-6%,1.2%[50 µM],·,·,·,
CC(=O)c1ccc(OCC(O)CN2CC(C)OC(C)C2)cc1 (stereo unspecified),0.5%,-4%,9%,-0.3,67,-7%,0.6%,0.0%,-6%,3%,
CCCCCCCC(=O)N/N=C/c1ccc([N+](=O)[O-])o1,0.7%,11%,1%,2.3,88,-5%,-0.5%,-0.8%,0%,14%,
C[C@@H](NC(=O)c1ncn(C)c1C(=O)N[C@H](C)c1ccccc1)c1ccccc1,-0.3%,·,6%,2.4,40,4%,-2.0%,·,·,·,
CC(=O)Nc1sc2c(c1CN1CCCC1)CCCC2,-2.1%,12%,-12%,0.0,73,-3%,1.2%[50 µM],0.1%,0%,14%,
Cc1nnc(NCc2cccc(Cl)c2)c2ccccc12,20%,3%,3%,-1.2,43,-4%,1.3%,-0.6%,-5%,7%,
Cc1cc(Oc2nc3c(C)cccn3c(=O)c2/C=C(\C#N)S(=O)(=O)c2ccccc2)ccc1Cl,-2.4%,11%,6%,31,50,-5%,3.6%,0.5%,-6%,14%,
Nc1ccccc1Nc1cc(-c2ccccc2)[nH]n1,·,-14%,5%,·,·,-41%,0.2%,-0.8%,1%,11%,
CCCCNCc1cc(Br)c(OCC(=O)N2CCOCC2)c(OC)c1,0.2%,4%,1%,1.0,63,-3%,2.9%,0.4%,2%,-11%,

# Rows are unselected; any-hit rate near 1.6%.
